Assay outcomes from PubChem BioAssay.
SARS 3CLpro inh: SARS-CoV 3CLpro protease inhibition; recombinant SARS-CoV 3CLpro, quenched FRET peptide cleavage; inhibition, % at 6 µM; P0C6X7; 290,000 compounds, 0.14% hits; AID 1706; in the data active means inhibition above about 12%
PriA SSB inh: blocks PriA binding to SSB C-terminal tail; 430,000 compounds, 0.6% hits; AlphaScreen SSBct-PriA binding, biotinylated peptide; inhibition, % at 33 µM; AID 1272365; in the data active means inhibition mostly above about 37%, no sharp cut-off; inactive means mostly below about 20%;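 further: plate controls were negative control peptide for no effect and reference peptide for full effect; strong numbers were not always called active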
Vc quorum ag: quorum light induction in luxS cqsA deficient V. cholerae; V. cholerae BH1578 lux reporter, luminescence, 6 h; activation, % at 18.7 µM; 350,000 compounds, 0.16% hits; in the data active means activation mostly above about 9.7%, no sharp cut-off; further: not every result past the cut was called active; inactives centre near 0; reference of the scale not given here
DUSP3 inh: DUSP3 (human) phosphatase inhibition. P51452. recombinant VHR phosphatase, pNPP absorbance. inhibition, % at 13.3 µM. 290,000 compounds, 0.52% hits. AID 1654; in the data active means inhibition above about 50%; further: some compounds called inactive have numbers as strong as hits
Target sequence (P51452 whole entry, looked up): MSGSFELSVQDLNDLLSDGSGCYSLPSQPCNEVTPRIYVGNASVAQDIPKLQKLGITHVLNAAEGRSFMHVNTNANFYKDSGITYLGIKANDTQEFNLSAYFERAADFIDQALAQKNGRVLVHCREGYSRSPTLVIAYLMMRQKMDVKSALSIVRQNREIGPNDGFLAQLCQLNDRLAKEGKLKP
Rv3671c protease: inhibitors of M. tuberculosis serine protease Rv3671c; P9WHR9; inhibition, % at 5.96 µM; 320,000 compounds, 0.048% hits; in the data active means inhibition above about 38%;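 further: extracellular domain of Rv3671c used as enzyme; 0% = enzyme with DMSO and 100% = no enzyme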
MazEF act: MazEF (E. coli) toxin RNase activation; FAM/BHQ RNA-DNA oligo cleavage fluorescence, 5 h; activation, % at 20 µM; 350,000 compounds, 0.32% hits; in the data active means activation above about 50%
Target sequence (P0AE70 whole entry, looked up): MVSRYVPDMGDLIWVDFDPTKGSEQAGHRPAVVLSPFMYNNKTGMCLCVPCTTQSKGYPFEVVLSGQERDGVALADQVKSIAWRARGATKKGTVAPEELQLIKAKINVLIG
Mtb BioA inh: blocks M. tuberculosis BioA enzyme activity | inhibition, % at 9.99 µM | purified M. tuberculosis BioA enzyme, plate reader | 360,000 compounds, 0.096% hits; in the data active means inhibition above about 40%
Mtb UGM inh: blocks M. tuberculosis UGM enzyme; P9WIQ1; purified UGM, fluorescence polarization probe displacement; inhibition, % at 10 µM; 320,000 compounds, 0.06% hits; AID 504406; in the data active means inhibition above about 10%, passing the limit was not always enough
Target sequence (P9WIQ1 whole entry, looked up): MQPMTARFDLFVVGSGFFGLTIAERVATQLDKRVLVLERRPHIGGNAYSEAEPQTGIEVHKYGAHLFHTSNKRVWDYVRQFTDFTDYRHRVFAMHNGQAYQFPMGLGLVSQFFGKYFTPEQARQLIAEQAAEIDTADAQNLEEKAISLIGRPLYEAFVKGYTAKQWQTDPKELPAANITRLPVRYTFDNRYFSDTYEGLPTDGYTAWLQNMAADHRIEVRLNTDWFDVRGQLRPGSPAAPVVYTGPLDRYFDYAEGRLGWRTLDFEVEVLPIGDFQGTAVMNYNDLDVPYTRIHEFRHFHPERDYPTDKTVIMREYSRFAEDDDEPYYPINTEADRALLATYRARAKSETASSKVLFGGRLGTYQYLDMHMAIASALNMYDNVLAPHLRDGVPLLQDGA
FBA Mtb inh: Mtb fructose-bisphosphate aldolase inhibition; purified M. tuberculosis FBA, fluorescence read-out; inhibition, % at 1 µM; 360,000 compounds, 2.3% hits; AID 588726; in the data active means inhibition above about 27%;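 further: 0% = vehicle and 100% = reference inhibitor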
Target sequence (P9WQA3 whole entry, looked up): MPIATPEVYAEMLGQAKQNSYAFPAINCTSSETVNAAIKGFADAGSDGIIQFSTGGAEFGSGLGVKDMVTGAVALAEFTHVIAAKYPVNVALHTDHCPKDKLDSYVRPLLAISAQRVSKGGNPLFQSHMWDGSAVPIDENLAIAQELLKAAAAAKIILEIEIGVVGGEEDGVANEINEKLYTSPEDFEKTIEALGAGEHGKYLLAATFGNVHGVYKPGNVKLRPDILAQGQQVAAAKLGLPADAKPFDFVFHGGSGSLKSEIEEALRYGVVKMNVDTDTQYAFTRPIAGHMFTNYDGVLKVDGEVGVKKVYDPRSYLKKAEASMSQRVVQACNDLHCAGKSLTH
GDH-TPI counter: counter-screen for M. tuberculosis FBA inhibitors: GDH-TPI coupled enzymes. GDH-TPI coupled enzyme counterscreen, NADH absorbance. inhibition, % at 4.8 µM. 360,000 compounds, 1.2% hits. AID 588335; in the data active means inhibition above about 30%;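 further: 0% = DMSO wells and 100% = wells lacking the enzyme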
* = called active by the depositor; i = inactive; nt = not tested or not shown. The list is partial; count on the stated rates, not on these rows.

SMILES | SARS 3CLpro inh | PriA SSB inh | Vc quorum ag | DUSP3 inh | Rv3671c protease | MazEF act | Mtb BioA inh | Mtb UGM inh | FBA Mtb inh | GDH-TPI counter
Cc1cc(Cl)c(S(N)(=O)=O)cc1OCC(=O)NC1CCCCC1 | 0 | 6 | -0.2 | -7 | -3 | -6 | -1.5 | 1.7 | 4 | -12
N#CCCN(Cc1ccccc1)C(=O)Nc1ccccc1 | -1 | -5 | -7.1 | 13 | 5 | -3 | 0.7 | 1.0 | -2 | -4
O=S(=O)(O)c1ccc(NN=Cc2ccccc2O)cc1 | nt | -7 | i | nt | nt | -1 | 7.0 | nt | 0 | 29
CCCCC(=O)Nc1cc(-c2nc3ncccc3o2)ccc1C | -1 | -8 | -0.3 | 32 | -5 | -1 | -0.7 | 3.8 | 12 | 0
CCCOc1ccc(C2C(C(=O)c3cc4ccccc4o3)=C(O)C(=O)N2c2cc(C)on2)cc1 (centres undefined) | 4 | -11 | -0.1 | 9 | -10 | -3 | -0.3 | 0.2 | 7 | 8
CCCC(=O)Nc1ccc2oc(=O)ccc2c1 | 2 | -13 | i | -13 | -4 | 9 | -1.0 | -1.4 | 1 | -3
Cc1cccc(CN2C(=O)N/C(=C/c3cc(C)n(-c4cc(C)ccn4)c3C)C2=O)c1 | 0 | 6 | -0.5 | 29 | 14 | 1 | -1.6 | -0.6 | 1 | 31*
COc1ccc(C(=O)CSc2nnc(CNC(=O)c3ccccc3F)n2C)cc1OC | 4 | 6 | -0.5 | 31 | 1 | 2 | -2.0 | 0.3 | 1 | 9
Cc1[nH]c2ccccc2c1C(=O)CSc1nncn1C | 0 | -17 | i | -5 | -3 | 2 | -1.2 | -1.9 | 2 | 9
Cc1ccc(S(=O)(=O)Oc2ccc(/C=C(/NC(=O)c3ccccc3)C(=O)Nc3ccccc3)cc2)cc1 | 2 | -15 | 5.9 | -3 | -21 | -22 | 3.0 | -0.7 | -1 | 22
O=C(O)c1ccc(NS(=O)(=O)c2cc(Cl)sc2Cl)cc1 | 3 | -4 | i | 26 | 0 | -1 | -4.5 | 9.4 | 7 | 7
Cc1nnc(NC(=O)CCn2c(=O)oc3ccccc32)s1 | -4 | -4 | i | 32 | -9 | 5 | 1.4 | 5.7 | -1 | -9

Limited to GDH-TPI counter, for some of the entries so far:
SMILES	GDH-TPI counter
COc1ccc(C(=O)CSc2nnc(CNC(=O)c3ccccc3F)n2C)cc1OC	9
Cc1[nH]c2ccccc2c1C(=O)CSc1nncn1C	9

Next part.
SMILES | SARS 3CLpro inh | PriA SSB inh | Vc quorum ag | DUSP3 inh | Rv3671c protease | MazEF act | Mtb BioA inh | Mtb UGM inh | FBA Mtb inh | GDH-TPI counter
C(=N\NCc1ccccc1)/c1ccc2nccnc2c1 | 2 | i | i | -4 | 3 | 9 | -1.6 | 2.7 | 2 | 11
O=C(CSc1nnc(CNc2ccc(Cl)cc2)o1)Nc1nc2ccccc2s1 | 2 | -5 | i | 15 | 3 | 2 | -0.8 | 2.4 | 2 | 11
O=C(Nc1ccccc1N1CCOCC1)c1ccc(Br)o1 | -1 | -14 | i | 11 | -7 | -22 | -2.2 | 0.2 | 1 | 5
COc1ccc(C(=O)c2cnc[nH]2)cc1 | 5 | -9 | -0.6 | 5 | 0 | -20 | 0.8 | -0.2 | 1 | -2
O=C(O)c1ccc(/C=N/O)cc1 | 2 | i | -0.4 | 8 | 3 | 11 | -0.9 | -1.1 | -1 | -1
O=C(Nc1nc(-c2ccccc2)cs1)c1ccc(N2CCOCC2)c([N+](=O)[O-])c1 | 2 | 20 | -0.4 | 24 | -84 | 13 | 0.2 | 0.5 | -4 | 21
C#CCN(C[C@H]1[C@H](OC(=O)NCc2ccco2)[C@H](OC(=O)NCc2ccco2)C[C@@H](C(=O)OC)[C@H]1C(=O)OC)S(=O)(=O)c1ccc(C)cc1 | nt | nt | i | nt | nt | -16 | -3.5 | nt | 1 | 6
CCCCC(C(=O)O)C(C)CC(=O)Nc1cccc(C(=O)O)c1 (centres undefined) | 1 | -12 | i | 18 | 1 | -7 | -1.4 | 3.3 | 1 | -4
CCN(CC)C(=O)[C@H]1CC(CC(=O)NCCCN(C)C)C(=O)N2CCc3c([nH]c4ccccc34)[C@]12C (some centres undefined) | nt | -10 | -3.9 | nt | 6 | 0 | 1.4 | 0.4 | 1 | -3
CC(C)(C)n1cc(C(=O)c2ccccc2)cc1-c1ccccc1 | 2 | -1 | -0.6 | -14 | -1 | -3 | -0.8 | -3.1 | 1 | 7
Cc1cccn2c(=O)c3cc(C#N)c(=O)n(Cc4cccnc4)c3nc12 | nt | -18 | -0.2 | 7 | nt | 12 | 1.3 | nt | 111* | 6
COc1ccc(C(=O)Nc2nnc(CCS(=O)(=O)c3ccc(C)cc3)s2)cc1 | -2 | -3 | i | 22 | 8 | 0 | nt | 1.7 | -2 | -2

At a glance, some entries already given.
SMILES | SARS 3CLpro inh | PriA SSB inh | Vc quorum ag | DUSP3 inh | Rv3671c protease | MazEF act | Mtb BioA inh | Mtb UGM inh | FBA Mtb inh | GDH-TPI counter
CCCCC(C(=O)O)C(C)CC(=O)Nc1cccc(C(=O)O)c1 (centres undefined) | 1 | -12 | i | 18 | 1 | -7 | -1.4 | 3.3 | 1 | -4
CCN(CC)C(=O)[C@H]1CC(CC(=O)NCCCN(C)C)C(=O)N2CCc3c([nH]c4ccccc34)[C@]12C (some centres undefined) | nt | -10 | -3.9 | nt | 6 | 0 | 1.4 | 0.4 | 1 | -3
CC(C)(C)n1cc(C(=O)c2ccccc2)cc1-c1ccccc1 | 2 | -1 | -0.6 | -14 | -1 | -3 | -0.8 | -3.1 | 1 | 7
Cc1cccn2c(=O)c3cc(C#N)c(=O)n(Cc4cccnc4)c3nc12 | nt | -18 | -0.2 | 7 | nt | 12 | 1.3 | nt | 111* | 6
COc1ccc(C(=O)Nc2nnc(CCS(=O)(=O)c3ccc(C)cc3)s2)cc1 | -2 | -3 | i | 22 | 8 | 0 | nt | 1.7 | -2 | -2

Other structures follow:
SMILES | SARS 3CLpro inh | PriA SSB inh | Vc quorum ag | DUSP3 inh | Rv3671c protease | MazEF act | Mtb BioA inh | Mtb UGM inh | FBA Mtb inh | GDH-TPI counter
O=C(NNS(=O)(=O)c1ccccc1[N+](=O)[O-])c1cccc(Br)c1 | -3 | 5 | 1.4 | 16 | 6 | -4 | -1.2 | 2.0 | 2 | -3
COc1cc(NC(=O)COC(=O)C=C(C)C)c(C)cc1[N+](=O)[O-] | 4 | -4 | -0.3 | 9 | -1 | 1 | 0.2 | -0.8 | -3 | 12
COc1cccc(-c2cnc3c(NC=O)cc(-c4ccncc4)cn23)c1 | nt | nt | 0.5 | nt | nt | nt | -1.2 | nt | -2 | 2
OCCN(CCO)CC(O)COc1ccc(C23CC4CC(CC(C4)C2)C3)cc1 (centres undefined) | 5 | 4 | -0.2 | -15 | 0 | 18 | 1.1 | 0.7 | 2 | -3
NS(=O)(=O)c1ccc2c(c1)oc(=O)c1cc(S(N)(=O)=O)ccc12 | 0 | -15 | -0.1 | -3 | 7 | -10 | -1.3 | 1.5 | 0 | 8
Cc1cc(C(=O)NC(C)C2CCCO2)c(C)o1 (centres undefined) | 0 | 1 | -0.4 | -1 | 1 | 11 | 1.0 | -2.0 | -1 | 21
CCCn1c(N)c(C(=O)CN(C)CC(=O)Nc2cc(C)ccc2C)c(=O)[nH]c1=O | nt | -3 | i | nt | nt | 2 | -1.4 | nt | -1 | -8
CCOC(=O)C1CCN(C(=O)CCc2c(C)nc3cc(-c4ccc(OC)cc4OC)nn3c2C)CC1 | -1 | -17 | -0.4 | -10 | -3 | -4 | nt | -0.8 | 50* | 1
CC(=O)N1CCOCCOCCN(C(C)=O)CCOCC1 | 3 | -7 | i | -3 | 3 | 3 | nt | -0.4 | -11 | -1
COc1ccc(CCNC(=O)C2CCN(S(=O)(=O)N3CCOCC3)CC2)cc1OC | -1 | -19 | i | 29 | -11 | -1 | -2.1 | 0.1 | 1 | -3
COc1ccccc1CN(C(=O)CCl)C(C(=O)NC1CCCCC1)c1ccncc1 (centres undefined) | -4 | 11 | -0.3 | -1 | -4 | 31 | -1.6 | -1.4 | -2 | 11
CCOc1ccc2nc(NC(=O)C3CCN(C(=O)c4ccco4)CC3)sc2c1 | -1 | -9 | -3.8 | 25 | -4 | 1 | 4.4 | 1.5 | -2 | -6
CCN1C(=O)[C@@H]2[C@H](C1=O)[C@@H]1C(=O)Nc3ccccc3C(=O)N1[C@@H]2c1ccccc1 | nt | -19 | -0.4 | nt | -6 | 1 | -1.9 | -0.2 | 2 | 3
COc1cccc(CN2C(=O)CCC2(C)C(=O)NC2CCCCCC2)c1 (centres undefined) | -4 | -4 | -1.2 | 4 | 4 | -6 | 1.3 | -0.1 | -3 | -1
O=C(O)/C=C/c1ccccc1[N+](=O)[O-] | 5 | -13 | -0.3 | 4 | 7 | -3 | -0.4 | -1.4 | 0 | -5
CC(C)Cc1cc(C(=O)N2CCC(N3CCC(C(=O)NC4CC4)CC3)CC2)n[nH]1 | 1 | -17 | -0.2 | 6 | -6 | 1 | -9.0 | -2.6 | 0 | 2
Clc1cccc(Oc2cnc3ccccc3n2)c1 | 1 | -43 | i | 18 | 0 | 4 | 0.1 | -1.6 | -2 | 18
Cc1ccc([N+](=O)[O-])cc1S(=O)(=O)Nc1cccc(-c2ccc(N3CCCC3)nn2)c1 | nt | 2 | i | nt | -6 | 6 | 0.6 | nt | -2 | 1
CCn1cc(CN2CCCC(C(=O)c3ccc(-c4ccccc4)cc3)C2)cn1 (centres undefined) | 0 | 1 | -0.3 | 10 | 0 | 3 | nt | -1.6 | -3 | -3
CCn1nc(C)c(CNC(=O)CCc2nnc(Cc3c[nH]c4ccccc34)o2)c1C | -1 | 3 | i | 18 | 0 | 5 | -1.4 | -3.6 | -1 | -3
O=C(NCCN1CCOCC1)c1cc2cc(Br)ccc2oc1=O | -1 | -14 | i | 14 | -1 | 8 | -0.8 | 1.5 | 4 | 12
O=C(C[n+]1ccccc1)N/N=C/c1ccc(Br)cc1 | nt | nt | 5.7 | nt | -5 | 14 | 0.5 | -2.2 | 3 | 5
CCOC(=O)c1ccc(NC(=O)CSc2nnc(CNc3ccc(C)cc3)n2C)cc1 | 5 | 7 | nt | 0 | -9 | -2 | -1.1 | -0.8 | 3 | -2
O=C(O)c1ccc2c(=O)n3c(nc2c1)/C(=C/c1cccc(Cl)c1Cl)CC3 | -4 | 2 | i | 5 | -23 | 10 | nt | 0.8 | 12 | 3
COc1ccc(Br)cc1/C=C/C(=O)Nc1ccc2ccccc2c1 | -1 | -8 | -0.4 | 0 | -185 | -6 | 0.1 | -0.2 | -1 | 21
CCCN(CC(=O)Nc1ccccc1C)C(=O)c1cn2ccccc2n1 | nt | 2 | -4.5 | nt | -7 | 1 | -0.1 | -2.8 | 5 | 1
COC(=O)c1ccc(COc2ccc(/C=N/NC(=O)C(=O)Nc3ccc(OC)cc3)cc2OC)o1 | -3 | i | i | 12 | 4 | -109 | -1.3 | -6.2 | -7 | -9
CC(C)(C)NS(=O)(=O)c1ccc(NS(=O)(=O)c2ccc(F)cc2)cc1 | 2 | -10 | i | 3 | 0 | -2 | -4.4 | 0.9 | 0 | 4
O=C(c1ccc(N2CCOCC2)c([N+](=O)[O-])c1)N1CCCC(C(F)(F)F)C1 (centres undefined) | nt | -2 | -1.8 | nt | 6 | -3 | -0.2 | -1.0 | -3 | -6
Cc1cccc(NC(=O)NCCN2CCCCC2)c1 | -1 | -11 | i | 30 | 1 | 5 | -0.6 | 4.0 | -1 | -4
COc1nnc(-c2ccc(C)c(S(=O)(=O)NCCO)c2)c2ccccc12 | 4 | -15 | i | 6 | -4 | 48 | 1.9 | 0.5 | -3 | 7
COc1ccc(/C=C2\N=C(SC)NC2=O)cc1 | -3 | -2 | -0.5 | 4 | -17 | 3 | nt | 1.4 | 0 | 14
